GASC-1 inh = blocks human GASC-1 demethylase activity; Q9H3R0; GST-JMJD2C(1-420) H3K9me3 demethylation, DELFIA europium; inhibition, % at 2.35 µM; 330,000 tested, 0.069% active;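 active = more than half of a compound's replicate wells show inhibition beyond 50%, single wells judged on their own value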;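 also: signal counts dimethyl H3K9 product captured on neutravidin plate; 0% = median of DMSO wells and 100% = 0.3 times that DMSO median; strong numbers were not always called active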
Target sequence (Q9H3R0 1-420 limits assumed): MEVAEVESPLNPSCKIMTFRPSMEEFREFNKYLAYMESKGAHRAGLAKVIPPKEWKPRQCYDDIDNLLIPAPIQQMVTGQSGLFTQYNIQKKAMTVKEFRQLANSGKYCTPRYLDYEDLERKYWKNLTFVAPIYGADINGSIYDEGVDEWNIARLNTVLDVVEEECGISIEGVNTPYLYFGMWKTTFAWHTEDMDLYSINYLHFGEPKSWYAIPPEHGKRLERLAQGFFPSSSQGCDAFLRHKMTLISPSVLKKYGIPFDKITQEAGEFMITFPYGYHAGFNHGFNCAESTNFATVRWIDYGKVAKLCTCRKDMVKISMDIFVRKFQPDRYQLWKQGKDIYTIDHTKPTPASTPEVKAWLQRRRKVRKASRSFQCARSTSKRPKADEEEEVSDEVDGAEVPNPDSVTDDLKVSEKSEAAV
PP5 primary = PP5 (human) phosphatase inhibition | P53041 | purified PP5c, OMFP substrate fluorescence | AID 1987 | 320,000 tested, 0.18% active | inhibition, % at 6.7 µM;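 active = inhibition above the campaign's mean inhibition across all tested compounds plus 3 SD, cut at about 9.5% in these data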;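 also: 0% = DMSO only and 100% = 100 µM cantharidin control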
PP1 inh = blocks human PP1-alpha phosphatase, a PP5 counter-screen; P62136; purified PP1alpha, OMFP fluorescence; inhibition, % at 6.7 µM; 320,000 tested, 0.9% active; AID 2235;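 active = inhibition above the mean inhibition of all tested compounds plus 3 SD, computed separately for each screening campaign, cut at about 15% in these data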
Target sequence (P62136 whole entry, looked up): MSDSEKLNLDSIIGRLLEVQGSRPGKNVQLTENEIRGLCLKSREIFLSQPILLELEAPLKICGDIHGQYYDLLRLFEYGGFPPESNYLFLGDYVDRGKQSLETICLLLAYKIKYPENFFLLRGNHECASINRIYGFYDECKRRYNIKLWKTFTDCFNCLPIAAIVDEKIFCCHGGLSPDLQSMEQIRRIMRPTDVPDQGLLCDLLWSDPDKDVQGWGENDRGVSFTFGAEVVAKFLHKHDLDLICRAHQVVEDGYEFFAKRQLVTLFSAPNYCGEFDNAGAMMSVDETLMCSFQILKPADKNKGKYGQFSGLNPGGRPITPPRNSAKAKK
Efflux pump inh = antifungal efflux pump inhibition, Nile Red retention; S. cerevisiae Candida pump triplex; inhibition, % at 10 µM; 330,000 tested, 0.44% active; AID 485275;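 active = plate passing quality check with inhibition over a set limit, or well fluorescence over plate mean plus 4 SD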;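 also: Nile Red retained in pooled yeast measured as flow cytometry median fluorescence; 0% = buffer negative control and 100% = Enniatin B positive control; higher means more Nile Red kept so more efflux inhibition; some compounds called inactive have numbers as strong as hits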
procasp3 activ = procaspase-3 (human) activation; P42574; recombinant procaspase-3 D3A, Ac-DEVD-pNA absorbance 405 nm; activation, % at 8.5 µM; 330,000 tested, 0.11% active; AID 463141;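 active = activation above the mean of all tested compounds plus 3 SD, cut at about 21% in these data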;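 also: 0% = DMSO alone and 100% = DMSO wells spiked with extra 5 µM PC-3 D3A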
Target sequence (P42574 whole entry D9A/D28A/D175A): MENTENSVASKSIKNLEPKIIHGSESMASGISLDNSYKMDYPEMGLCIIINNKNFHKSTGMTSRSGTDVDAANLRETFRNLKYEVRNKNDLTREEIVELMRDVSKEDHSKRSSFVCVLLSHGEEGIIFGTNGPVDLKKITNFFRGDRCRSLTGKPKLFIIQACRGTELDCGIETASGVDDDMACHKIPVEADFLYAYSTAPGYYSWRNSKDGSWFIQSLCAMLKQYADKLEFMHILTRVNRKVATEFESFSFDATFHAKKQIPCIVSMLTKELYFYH
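Assay system: Autoprocessing-dead procaspase-3 D3A mutant enzyme; also added: Ac-DEVD-pNA; doses: one concentration, 8.5 µM nominal, 0.8% DMSO; times: 1 h compound preincubation, 2 h substrate hydrolysis at 25 °C; technique: 405 nm absorbance of p-nitroaniline, reads at 0 and 120 min; measure: % activation between DMSO and enzyme-spiked controls; repeats: single replicate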
CTSL1 counter = blocks F. hepatica cathepsin L1 in PFM18AAP counter-screen. recombinant F. hepatica cathepsin L1, Z-Leu-Arg-MCA fluorescence. inhibition, % at 5.96 µM. 300,000 tested, 0.49% active;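 active = inhibition above the mean of all tested compounds plus 3 SD, set per screening campaign, cut at about 17% in these data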;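 also: 0% = plate median of test compound wells and 100% = 1 µM Z-Phe-Ala-diazomethylketone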
procasp7 counter = counter-screen: procaspase-7 (human) activation; recombinant procaspase-7, Ac-DEVD-pNA absorbance 405 nm; D23A/D198A/D206A triple mutant, cannot self-cleave; scale: DMSO 0, 5 µM enzyme 100; 330,000 tested, 0.093% active; activation, % at 8.5 µM; AID 463210;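 active = percent activation above the screen-wide mean plus 3 SD, cut at about 25% in these data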
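signal = Epi-absorbance of released pNA at 405 nm, two timepoints | assay system = Uncleavable procaspase-7 mutant enzyme | reagent = Ac-DEVD-pNA substrate, 400 µM as added | times = 1 h enzyme–compound preincubation and 2 h substrate reaction, both 25 °C | benchmarks = low DMSO alone, high DMSO plus 5 µM PC-7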
HCV core dimer = blocks dimerization of HCV core protein; TR-FRET GST/Flag-core106 dimerization, 1536-well; inhibition, % at 5 µM; 300,000 tested, 0.33% active;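 active = inhibition above the mean of all tested compounds plus 3 SD, set per screening campaign, cut at about 45% in these data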
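Assay system – GST-tagged and Flag-tagged HCV core protein residues 1-106 · Quantity – core106 proteins, GST 13.5 nM and Flag 17 nM · Benchmarks – unlabelled core106 and no-GST-core106 wells · Read-out basis – percent inhibition of core106 dimerization signal · Detection – time-resolved FRET, ex 340 nm, em 617 and 671 nm · Schedule – 4 h at 22.5 °C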
TPT1 inh = C. albicans TPT1 enzyme inhibition. AID 1962. inhibition, % at 5 µM. 300,000 tested, 0.81% active. recombinant caTPT1, FP RNA substrate dephosphorylation;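 active = inhibition above the mean of all tested compounds plus 3 SD, set per screening campaign, cut at about 24% in these data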;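 also: plate controls were DMSO alone for no effect and ferristatin control at 100 nM for full effect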
* marks the source's active call; other numbers are inactive results; · = no result given.

Field names – A = GASC-1 inh; B = PP5 primary; C = PP1 inh; D = Efflux pump inh; E = procasp3 activ; F = CTSL1 counter; G = procasp7 counter; H = HCV core dimer; I = TPT1 inh
#1 Cc1ccc(S(=O)(=O)N2CCOCC2)cc1C(=O)OC(C)C(=O)c1ccccc1 (stereo not given)
  A: -1	B: 0.2	C: -4	D: 0.0	E: -2	F: 4	G: -1	H: 4	I: -2
#2 Cc1c(-c2ccccc2)[n+](=O)c2c(n1[O-])CCCC2
  A: 13	B: 0.5	C: -1	D: 0.0	E: 12	F: 2	G: 0	H: 5	I: -1
#3 O=C(CCn1nnc2ccccc2c1=O)N[C@@H](Cc1c[nH]c2ccccc12)C(=O)O
  A: 2	B: 0.0	C: -3	D: 0.1	E: -10	F: 3	G: 9	H: 3	I: 3
#4 O=C(c1ccc2c3n(nc2c1)-c1ccccc1CO3)N1CCCCC1
  A: 0	B: 1.4	C: 2	D: 0.0	E: 6	F: 0	G: 5	H: 11	I: -3
#5 COc1ccc(NC(=O)CCN2CCN(S(=O)(=O)c3ccc(OC)cc3)CC2)cc1
  A: -5	B: -1.8	C: 3	D: -0.1	E: 8	F: -2	G: -4	H: 0	I: 2
#6 COc1cccc(NC(=O)CCC(=O)Nc2ccc3nc(N4CCOCC4)cc(C)c3c2)c1
  A: 12	B: 1.7	C: -1	D: -0.2	E: 6	F: 3	G: -3	H: 2	I: 3
#7 CC[C@@H](C)[C@H](CNC)NC[C@@H](Cc1cccc2ccccc12)NCCc1cccc(C(F)(F)F)c1
  A: -15	B: 4.9	C: 25*	D: 0.4	E: 0	F: -2	G: -10	H: -30	I: 2
#8 COC(=O)c1ccccc1NC(=O)CSc1nnc(-c2cccnc2)n1C
  A: ·	B: -1.1	C: 0	D: -0.1	E: 0	F: -1	G: 1	H: 4	I: -3
#9 CC(C)(C)NS(=O)(=O)c1cc2c3c(c1)CCN3C(=O)CC2
  A: -4	B: 3.1	C: -10	D: 0.0	E: 4	F: 0	G: -4	H: -14	I: -1
#10 O=C(Nc1ccc(Sc2ccc(Br)cc2)cc1)c1ccco1
  A: -2	B: 5.7	C: 2	D: 0.0	E: 0	F: 4	G: 15	H: 5	I: -1
#11 Cc1nonc1CC(=O)N1CCc2c([nH]c3ccccc23)C1c1ccccc1F (stereo not given)
  A: -3	B: 1.1	C: -1	D: -0.2	E: 6	F: 1	G: 5	H: 10	I: -5
#12 CC(C)(C)OC(=O)N[C@@H](C(=O)OC(C)(C)C)c1ccc2ccccc2c1
  A: 14	B: 2.0	C: -5	D: -0.2	E: 4	F: ·	G: 10	H: ·	I: ·
#13 CCOC(=O)c1ccc2c(c1)N(CC(=O)N1CCCCC1)C(=O)C(C)(C)O2
  A: 3	B: 1.7	C: 1	D: 0.0	E: 5	F: -6	G: -10	H: -1	I: -3
#14 COc1ccc(F)c(CN2CCCC(CO)(Cc3cccc(Cl)c3)C2)c1 (stereo not given)
  A: 8	B: 2.2	C: -2	D: 0.0	E: 12	F: 0	G: 1	H: 4	I: 1
#15 c1cc(CNC2C3CC4CC(C3)CC2C4)ccn1 (stereo not given)
  A: -6	B: -0.4	C: -2	D: -0.1	E: 3	F: 1	G: 4	H: -1	I: -3
#16 Cc1c(Cl)cccc1NC(=S)/C(=C(\[O-])c1ccc(Cl)s1)[n+]1ccccc1
  A: -1	B: 3.2	C: 3	D: 0.3	E: -2	F: 0	G: -11	H: 35	I: 1
#17 CCCOc1cccc(C(=O)Nc2ccccc2C(=O)N2CCN(C)CC2)c1
  A: -2	B: -2.1	C: -2	D: -0.1	E: 1	F: -1	G: -6	H: 9	I: -1
#18 O=C(COc1ccc(Cl)cc1Cl)Nc1ccc(-c2ccc(N3CCOCC3)nn2)cc1
  A: 6	B: -0.6	C: 4	D: 0.0	E: 8	F: -10	G: 12	H: 35	I: -2
#19 O=C(C(=O)N1CCc2ccccc2C1)N1CCc2ccccc2C1
  A: 5	B: 0.5	C: -1	D: 0.0	E: 7	F: -2	G: 1	H: -2	I: 2
#20 CC(=O)Nc1ccc(NC(=O)Nc2ccccc2)cc1
  A: 3	B: -1.5	C: -4	D: 0.1	E: 4	F: 0	G: -2	H: -1	I: 0
#21 O=C(CCCn1c(=S)[nH]c2cc3c(cc2c1=O)OCO3)NCc1ccco1
  A: -16	B: -0.8	C: -2	D: 0.0	E: 4	F: 3	G: 6	H: 1	I: -1
#22 Oc1ccc(-c2csc(Nc3ncccn3)n2)c(O)c1
  A: -14	B: 2.7	C: 0	D: -0.2	E: 1	F: 4	G: -3	H: 5	I: -2
#23 c1ccc2sc(N3CN(CCN4CCOCC4)CN(c4nc5ccccc5s4)C3)nc2c1
  A: -6	B: 2.4	C: 2	D: 0.0	E: 8	F: -2	G: -8	H: -1	I: -3
#24 COc1ccc(-c2cc(C(=O)N3CCCC3)c3ccccc3n2)cc1
  A: 4	B: 1.3	C: 0	D: 0.0	E: -9	F: -4	G: -4	H: 1	I: -2
#25 O=C(O)C1C(C(=O)Nc2ccc(Cl)cc2)C2C=CC1C21CC1 (stereo not given)
  A: -5	B: 3.6	C: 3	D: 0.1	E: -4	F: 0	G: 8	H: -4	I: 1
#26 CCn1cc(C(=O)NCCCOC)c(=O)c2cc(S(=O)(=O)N3CCCC3)ccc21
  A: -2	B: -1.6	C: -5	D: -0.1	E: -5	F: 1	G: 1	H: 3	I: -1
#27 Cc1cc(Oc2ccccc2)nc(N)n1
  A: -5	B: 0.7	C: -2	D: 0.1	E: -4	F: 2	G: 2	H: -2	I: 2
#28 COc1ccc(C(F)(F)F)cc1N/C=C/c1nnnn1-c1ccc2ccccc2c1
  A: -7	B: 0.5	C: 3	D: -0.1	E: 9	F: -3	G: -1	H: 0	I: -2
#29 CCCCNC(=O)c1c(CSc2ccc(Cl)cc2)noc1C(=O)NCCC
  A: 2	B: 1.4	C: 2	D: -0.1	E: 6	F: 0	G: 7	H: -4	I: 1
#30 O=C(Nc1cccc(Cl)c1)N1CCCC1
  A: 13	B: 3.6	C: -2	D: 0.4	E: 1	F: -1	G: 13	H: 1	I: 1

31) O=c1oc2ccccc2c(N2CCCC2)c1CN1CCCC1
32) CC(C)(C)c1ccc(OCC(O)CNC(=O)c2ccccc2C(=O)O)cc1 (stereo not given)
33) CCCCCCOc1ccc(N2C(=O)CC(N3CCN(CCN=CC4C(=O)CC(C)(C)CC4=O)CC3)C2=O)cc1 (stereo not given)
34) COc1ccccc1N(CC(O)Cn1c2ccccc2c2ccccc21)S(=O)(=O)c1ccccc1 (stereo not given)
35) COc1ccc(NC(=O)CSc2nc3ccccc3c(=O)n2CCCN2CCC(C)CC2)c(OC)c1
36) CCCN(CCC)c1nc2ccccc2n2c(C)nnc12
assay / entry,31,32,33,34,35,36
GASC-1 inh,0,0,-10,-19,-8,-1
PP5 primary,2.5,1.9,0.3,3.7,-2.8,3.3
PP1 inh,-2,3,-4,-1,-3,1
Efflux pump inh,-0.2,0.0,-0.1,0.2,0.2,0.0
procasp3 activ,0,4,-7,-2,1,10
CTSL1 counter,4,1,7,4,5,0
procasp7 counter,8,6,-1,-3,4,1
HCV core dimer,-10,4,1,27,1,3
TPT1 inh,-3,-6,-3,1,2,-3

37) Cc1c(Cl)c([N+](=O)[O-])nn1CC(=O)N1CCCc2ccccc21
38) O=C(NCC1CCCO1)C1CC1(c1ccccc1)c1ccccc1 (stereo not given)
39) CCOc1nc(SCCOc2ccccc2)nc(N(C)C)n1
40) CCc1sc(C(=O)N2CCN(c3ccc(F)cc3)CC2)cc1C
41) CC(=O)c1c(C)[nH]c(C(=O)OCC(=O)Nc2cc(Cl)ccc2[N+](=O)[O-])c1C
42) Cc1ccccc1COc1ccc(/C=C(\C#N)C(N)=O)cc1
assay / entry,37,38,39,40,41,42
GASC-1 inh,-4,-5,8,-7,0,2
PP5 primary,0.7,1.6,2.0,1.3,1.6,1.1
PP1 inh,-4,-2,3,-2,2,3
Efflux pump inh,-0.1,-0.1,-0.1,-0.1,-0.3,-0.2
procasp3 activ,-4,1,-11,6,10,-1
CTSL1 counter,-4,-2,0,0,-2,0
procasp7 counter,-11,-3,1,-6,-5,3
HCV core dimer,1,-9,-3,14,3,4
TPT1 inh,0,2,-5,2,-4,2

43) CC(=O)Nc1c(C)nn(C(C)=O)c1C
44) CCc1cc(=O)oc2cc(C)cc(O)c12
45) Cc1ccc(OCCNc2cc(N3CCN(CCO)CC3)ccc2[N+](=O)[O-])cc1C
46) Cc1cccc(/C(N)=N/OC(=O)CCc2ccccc2)c1
47) CCCNC(=S)N1CCN(c2nc(C)nc3sc4c(c23)CCCC4)CC1
48) O=C(CCOc1ccccc1)N1CCN(S(=O)(=O)c2ccccc2F)CC1
assay / entry,43,44,45,46,47,48
GASC-1 inh,-4,1,-4,-24,-16,4
PP5 primary,-0.1,1.9,4.2,0.1,3.2,2.9
PP1 inh,0,-6,3,-4,-1,0
Efflux pump inh,-0.1,0.1,0.3,-0.1,0.1,0.0
procasp3 activ,7,4,-11,6,-3,-4
CTSL1 counter,0,1,2,-7,-2,·
procasp7 counter,1,-7,-9,-3,3,-1
HCV core dimer,-8,3,-7,-12,7,·
TPT1 inh,-2,-7,5,-4,-1,·

Grouped by structure, the entries above containing an aryl methoxy group.
5) COc1ccc(NC(=O)CCN2CCN(S(=O)(=O)c3ccc(OC)cc3)CC2)cc1
6) COc1cccc(NC(=O)CCC(=O)Nc2ccc3nc(N4CCOCC4)cc(C)c3c2)c1
14) COc1ccc(F)c(CN2CCCC(CO)(Cc3cccc(Cl)c3)C2)c1 (stereo not given)
24) COc1ccc(-c2cc(C(=O)N3CCCC3)c3ccccc3n2)cc1
28) COc1ccc(C(F)(F)F)cc1N/C=C/c1nnnn1-c1ccc2ccccc2c1
34) COc1ccccc1N(CC(O)Cn1c2ccccc2c2ccccc21)S(=O)(=O)c1ccccc1 (stereo not given)
35) COc1ccc(NC(=O)CSc2nc3ccccc3c(=O)n2CCCN2CCC(C)CC2)c(OC)c1
assay / entry,5,6,14,24,28,34,35
GASC-1 inh,-5,12,8,4,-7,-19,-8
PP5 primary,-1.8,1.7,2.2,1.3,0.5,3.7,-2.8
PP1 inh,3,-1,-2,0,3,-1,-3
Efflux pump inh,-0.1,-0.2,0.0,0.0,-0.1,0.2,0.2
procasp3 activ,8,6,12,-9,9,-2,1
CTSL1 counter,-2,3,0,-4,-3,4,5
procasp7 counter,-4,-3,1,-4,-1,-3,4
HCV core dimer,0,2,4,1,0,27,1
TPT1 inh,2,3,1,-2,-2,1,2
